12-LOX inh – blocks human arachidonate 12S-lipoxygenase; Potency, µM (top dose mostly 108 µM), for the others: at the top dose activity change, negative = inhibition, hits mostly inhibitors; 580,000 compounds, 1.1% hits; purified 12hLO, xylenol orange hydroperoxide absorbance; P18054; AID 1671190; active means well fitted inhibition curve with a large enough effect; inconclusive means small, poorly fitted or top-dose-only effect, or another doubt; inactive means no such curve, though single readings can be large or run the other way
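Purified human 12hLO at 150 nM in 25 mM Hepes, 0.01% Triton X-100, pH 7.0, preincubated 15 min at room temperature with compound. Reaction started with 40 uM arachidonic acid, 30 min at room temperature. Hydroperoxide measured by Fe-xylenol orange, 573/405 nm absorbance ratio.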
* marks the source's active call; other numbers are inactive results; [ ] = remark or other dose. On the % scale 0 is the no-effect control and ±100 the full control effect; potency means the concentration at half of the fitted maximal effect.

`CCOCc1nc(C2CCCN2C(=O)Cc2cccc(OC)c2)no1` (configuration not stated) gave 12-LOX inh 0.7%.
For Cc1[nH]nc2c1C(c1cccc(C(F)(F)F)c1)NC2=O (configuration not stated) the results were 12-LOX inh -8.4%.
`CCCNC(=O)N1CCC2(CCCCO2)CC1` gave 12-LOX inh 48.5%[activator].
CCN1CCN(CCNC(=O)C2Cn3cccc3C(=O)N2Cc2cccnc2)CC1 (configuration not stated) was read as 12-LOX inh 37.1%[activator].
For CN1CCCCC1COc1ccc2c(n1)CN(Cc1ccccc1F)C(=O)CO2 (configuration not stated) the results were 12-LOX inh -9.1%[176 µM].
Screening COc1ccc(-c2cc3c(=O)n(CCNC(=O)c4n[nH]c5c4CCCC5)ccn3n2)cc1 returned 12-LOX inh 28.9%.
For C=CCOc1ccc(NC(=O)c2ccncc2)cc1 the results were 12-LOX inh -6.7%.
Screening CN1C[C@H](O)C[C@H]1c1nnc2n1CCN(C(=O)c1ccco1)CC2 returned 12-LOX inh 3.7%.
Screening CC(C)c1cc(C(=O)N2C[C@@H](C)[C@](O)(C3CC3)C2)n[nH]1 returned 12-LOX inh 5.6%.
Cc1cccc(-c2noc(-c3ccco3)n2)c1 was read as 12-LOX inh 15.5%.
Cc1noc(-c2cn(C3CCN(C(=O)c4ccc[nH]4)CC3)nn2)n1 was read as 12-LOX inh -0.2%.
O=c1[nH]nc2n1CCC(NS(=O)(=O)Cc1ccc(F)cc1)CC2 (configuration not stated) was read as 12-LOX inh 30.8%.
For Cc1cccc(/C=N/Nc2ccc([N+](=O)[O-])cc2)n1 the results were 12-LOX inh inconclusive.
`Cc1ccc(NC(=O)N2CC(c3nnc(-c4ccncc4)o3)C3(CCOCC3)C2)c(C)c1` (configuration not stated) gave 12-LOX inh 1.7%.
For Cc1cc2oc(=O)cc(CN3CCC(C)CC3)c2cc1O the results were 12-LOX inh -9.5%.
Screening O=C(Nc1cccc(C(F)(F)F)c1)N[C@H]1[C@H](O)[C@@H](N2CCCC2)[C@@H]2OC[C@H]1O2 returned 12-LOX inh inconclusive.
Screening Cc1ccc(C)c(NC(=O)CC(C)(C)CC(=O)O)c1 returned 12-LOX inh inconclusive.
For NC(=O)COC[C@@H]1CN(C2CCSCC2)C[C@H]1c1ccncc1 the results were 12-LOX inh 50.0%.
`CC(=O)Nc1cccc(NC(=O)COc2ccc3c(=O)c(-c4ccccc4)c(C)oc3c2)c1` gave 12-LOX inh inconclusive.
CCN1CCN(S(=O)(=O)c2ccc(NC(=O)CCc3ncc(-c4ccc(F)cc4)o3)cc2)CC1 was read as 12-LOX inh inconclusive.
CCCCCCCCCO was read as 12-LOX inh 0.9%[176 µM].
`C[Si](C)(C)C#C/C=C/S(=O)(=O)c1ccccc1` gave 12-LOX inh inconclusive.
Screening COc1ccc(NC(=O)Nc2ccc(F)cc2F)c(OC)c1 returned 12-LOX inh -0.8%.
`COc1ccc(CNC(=O)CSc2nc3ccc(NC(=O)c4ccccc4F)cc3s2)cc1` gave 12-LOX inh inconclusive.
`Cn1nccc1C(=O)N1CCC(N2C(=O)C(OCC3CC3)C23CCOCC3)CC1` (configuration not stated) gave 12-LOX inh 30.9%.
For CSc1ncc(Cl)c(C(=O)Nc2ccc(S(=O)(=O)N3CCCCC3C)cc2)n1 (configuration not stated) the results were 12-LOX inh 0.8%.
For CCCCC1CN(c2ccc(Cl)cc2)C(=O)CN1C(=O)CNC(=O)OC (configuration not stated) the results were 12-LOX inh inconclusive.
Screening CCNC(=O)CN1CCN(C(C(=O)O)c2c[nH]c3cc(OCc4ccccc4)ccc23)CC1 (configuration not stated) returned 12-LOX inh -11.2%.
Screening COc1ccc(Nc2cc(-c3cnc(N)nc3)nc(N3CCOCC3)n2)cn1 returned 12-LOX inh -6.8%[57.4 µM].
For CCc1cc(C(=O)N2CCN(c3ccccc3OC)CC2)no1 the results were 12-LOX inh -2.6%.
For O=C(Nc1cccc(C(F)(F)F)c1)c1nc2c(o1)CCN(Cc1nccs1)CC2 the results were 12-LOX inh 5.8%[176 µM].
`CCN(Cc1c(F)cccc1Cl)C(=O)CCc1c(C)nn(C)c1C` gave 12-LOX inh -4.7%.
For CCCC1C(c2ccccc2)NC(c2ccccc2)CC1(O)Cc1ccccc1 (configuration not stated) the results were 12-LOX inh inconclusive.
For O=C(CSc1nc2cc(S(=O)(=O)N3CCCCC3)ccc2o1)Nc1ccccc1F the results were 12-LOX inh -8.5%.
O=C(NCc1ccc(F)cc1)NC1CCN(C(=O)N2CC3CC(C2)[C@H]2CCCC(=O)N2C3)CC1 (some centres not stated) was read as 12-LOX inh 48.7%[activator].
`Cc1cc(SCC(=O)N(CCC#N)c2ccc(F)cc2)nc2ccccc12` gave 12-LOX inh 35.8%[activator].
For Cc1ccccc1-c1cnc2[nH]cc(CC(=O)NCc3cccnc3)c2c1 the results were 12-LOX inh 3.0%[176 µM].
For O=C1C(N2CCN(S(=O)(=O)c3ccc(F)c(F)c3)CC2)CCN1CCc1ccccc1 (configuration not stated) the results were 12-LOX inh 44.7%.
For CCN1CCN(C(=O)C(C)Sc2cc(C)c3cccc(C)c3n2)CC1 (configuration not stated) the results were 12-LOX inh inconclusive.
For O=C(O)c1cc(F)ccc1-c1ccccc1 the results were 12-LOX inh -1.0%.
`CC1=N/C(=C\c2ccc([N+](=O)[O-])cc2)C(=O)N1c1ccc(C)c(Cl)c1` gave 12-LOX inh -6.4%.
Screening O=C(c1cnco1)N(CCN1CCCCC1)CC1CCCN(C2CCCC2)C1 (configuration not stated) returned 12-LOX inh 55.8%[activator].
Cc1ccc(NC(=O)CSc2nc(CN(C)C)nc3ccccc23)c(C)c1 was read as 12-LOX inh inconclusive.
`Cc1ccccc1C(=O)N[C@@H](Cc1cccnc1)C(=O)N1CCC[C@H]1C(=O)NC1CCCC1` gave 12-LOX inh -15.3%.
Screening Cc1ccc(S(=O)(=O)/C(C#N)=C/c2c(C)[nH]c3ccccc23)cc1 returned 12-LOX inh inconclusive.

Five entries already listed, sorted by number of heavy atoms, high to low:
`CC(=O)Nc1cccc(NC(=O)COc2ccc3c(=O)c(-c4ccccc4)c(C)oc3c2)c1` gave 12-LOX inh inconclusive.
For CN1CCCCC1COc1ccc2c(n1)CN(Cc1ccccc1F)C(=O)CO2 (configuration not stated) the results were 12-LOX inh -9.1%[176 µM].
For CCN1CCN(C(=O)C(C)Sc2cc(C)c3cccc(C)c3n2)CC1 (configuration not stated) the results were 12-LOX inh inconclusive.
Screening CN1C[C@H](O)C[C@H]1c1nnc2n1CCN(C(=O)c1ccco1)CC2 returned 12-LOX inh 3.7%.
Screening CC(C)c1cc(C(=O)N2C[C@@H](C)[C@](O)(C3CC3)C2)n[nH]1 returned 12-LOX inh 5.6%.

Additional records follow:
COc1ccc(-c2cc(N3CCC(NC(=O)c4ccc(C#N)cc4)C3)n[nH]2)cc1 (configuration not stated) was read as 12-LOX inh 46.1%[activator].
`Fc1cccc(Cl)c1CNCCOc1ccccn1` gave 12-LOX inh inconclusive.
Screening N#Cc1cccc(-c2ccnc(N[C@H]3CO[C@H]4[C@@H]3OC[C@H]4OC(=O)Nc3ccccc3)n2)c1 returned 12-LOX inh 2.8%.
Screening CN1C(=O)C(CC(=O)NCc2ccccc2F)Sc2ncccc21 (configuration not stated) returned 12-LOX inh 11.7%.
For Cc1ccc2c(C)c(C(=O)Nc3ccc4c(c3)N(C)C(=O)CO4)oc2c1 the results were 12-LOX inh -21.4%.
Screening Cc1nc2cc(F)ccc2cc1C(=O)N(C)CC1COc2ccccc2O1 (configuration not stated) returned 12-LOX inh -59.0%.
`COc1cc(C2C3=C(CC(C)(C)CC3=O)OC3=C2C(=O)CC(C)(C)C3)ccc1OCC(=O)OC(C)C` gave 12-LOX inh -23.5%.
For Cc1ccc(C)c(OCCN)c1 the results were 12-LOX inh 14.9%.
Screening COc1ccc(C)cc1-n1nnc(-c2nc(-c3ccccc3)no2)c1N returned 12-LOX inh -36.1%.
`O=C([C@H]1C[C@H](Oc2ccccc2)CN1C(=O)NCCc1ccccc1)N1CCOCC1` gave 12-LOX inh 36.1%.
`C[N+]1(Cc2ccccc2F)CCN(/C=C/C(=O)C(F)(F)F)CC1` gave 12-LOX inh -11.8%.
O=C(C1CCC1)N1CCC(Cc2nc(C3CCOCC3)no2)CC1 was read as 12-LOX inh 29.4%.
Screening O=C(c1ccco1)N1CCC(C(=O)N2CCCCC2)CC1 returned 12-LOX inh 1.9%.
Screening Cc1cc(C[C@@H]2COC[C@@H]2NC(=O)c2ccc(Oc3ccccc3)o2)on1 returned 12-LOX inh 33.2%.
Screening CCc1ccc(CN2C[C@@H]3C(=O)N(CCOC)C(=O)[C@@H]3C2)cc1 returned 12-LOX inh 15.0%.
Screening Cc1ccc(S(=O)(=O)N2CCCN(C)c3ccccc32)cc1C returned 12-LOX inh inconclusive.
CCCc1nc(C(=O)N2CCN(c3ccccc3Cl)CC2)cs1 was read as 12-LOX inh 76.3%[activator].
Screening COc1ccc(CNC(=O)O[C@H]2COCCN(c3nc4ccccc4s3)C2)cc1 returned 12-LOX inh 22.1%[176 µM].
For CS(=O)(=O)Oc1ccc2c(c1)O/C(=C\c1ccc3c(c1)OCO3)C2=O the results were 12-LOX inh inconclusive.
For COc1cc(/C=N/O)cc(OC)c1OC the results were 12-LOX inh -2.0%.
Screening CCn1c(CNC(=O)c2ccccc2F)nnc1SCC(=O)N1CCc2ccccc21 returned 12-LOX inh 3.4%.
`COc1ccc(-c2noc([C@@H]3C[C@@H](O)CN3Cc3ccc(F)cc3)n2)cc1` gave 12-LOX inh inconclusive.
For COC[C@@H]1CN(C(=O)c2nccc3ccccc23)C[C@H]1c1ccccn1 the results were 12-LOX inh 27.2%.
COc1cccc2c1ccn2CCNC(=O)C1CC(=O)N(c2n[nH]c3ccccc23)C1 (configuration not stated) was read as 12-LOX inh 21.5%.
Screening N#Cc1c(-c2cc(Cl)ccc2Cl)csc1N returned 12-LOX inh inconclusive.
`O=C(CC1(C(=O)O)CCCCC1)Nc1ccc(NS(=O)(=O)c2ccc(F)cc2)cc1` gave 12-LOX inh 27.4%.
c1cc(-c2noc(CSc3nnnn3C3CCCC3)n2)cs1 was read as 12-LOX inh -8.3%.
Screening CCn1nc(C(=O)Nc2ccc(C)cc2C)c2ccccc2c1=O returned 12-LOX inh 4.0%.
CCN(CC)C1CCOC2(CCN(C(=O)Cc3c(C)noc3C)CC2)C1 (configuration not stated) was read as 12-LOX inh 46.6%[activator].
For CCOC(=O)N1CCN(C(=O)c2cc3occc3n2Cc2ccccc2Cl)CC1 the results were 12-LOX inh inconclusive.
For CCc1nc2c(c(-c3ccc(Cl)cc3)n1)CCN(C(=O)c1ccc(OC)cc1)CC2 the results were 12-LOX inh 13.1%.
For COc1ccc(CN2CC3(C2)C(=O)N(Cc2ccc(C)o2)C(=O)[C@@H]2C[C@@H](O)CN23)c2ccccc12 the results were 12-LOX inh -1.9%.
O=C(NC1CCCCC1)N1C2CCC1CN(c1ccc(C(F)(F)F)cc1)C2 was read as 12-LOX inh 10.5%[6.33 µM].
Screening O=S(=O)(Cc1csc(Cc2ccccc2)n1)Cc1ccccc1F returned 12-LOX inh -27.4%.
For Cc1ccc(C(=O)O)cc1N1CC(O)=C(c2nc3ccccc3n2C)C1=N the results were 12-LOX inh inconclusive.
NC(=O)[C@@H]1CN(C(=O)c2ccncc2)C[C@H]1COc1ccccc1 was read as 12-LOX inh -1.9%.
`CCC(C)NC(=O)C(NC(=O)c1ccccc1F)C1CCN(C(=O)c2ccc(OC)cc2)CC1` (configuration not stated) gave 12-LOX inh 45.4%.
For NC(=O)c1cccc(CN2CCC3(CC2)CC(c2cccnc2)=NO3)c1 the results were 12-LOX inh 4.9%[6.33 µM].
`Cc1cccc2[nH]c(CCNC(=O)C3CCC(=O)N(C4CCCCCC4)C3)nc12` (configuration not stated) gave 12-LOX inh 1.6%.
Fc1ccccc1-c1noc2c1CN(Cc1cccn1-c1nccs1)CC2 was read as 12-LOX inh -2.6%.
Cc1noc(C)c1CN1CCN(C(=O)c2cn(C)nc2-c2ccc3c(c2)OCCCO3)CC1 was read as 12-LOX inh 19.0%.
CC(C)CCN1CC2(CCCN(S(=O)(=O)c3cnn(C)c3)C2)CCC1=O (configuration not stated) was read as 12-LOX inh 30.3%.
`CCOC(=O)[C@]12CCCCC/C=C\1N(Cc1ccc(OC)cc1)C(=O)[C@H]2CC(=O)N1CCC(c2ccccc2)CC1` gave 12-LOX inh 4.4%.
Screening Cc1cc(C(=O)N[C@@H]2CN(S(C)(=O)=O)C[C@H]2CN(C)C)n[nH]1 returned 12-LOX inh 27.3%.
`O=C1OC2C3CC(C2Sc2ccc(Cl)cc2)C(C(=O)O)C13` (configuration not stated) gave 12-LOX inh 0.9%.
CC(C)(C)S(=O)CCC(=O)O (configuration not stated) was read as 12-LOX inh -13.3%.
CC(=O)c1c(C)[nH]c(C(=O)OC(c2ccccc2)c2ccc(Cl)cc2)c1C (configuration not stated) was read as 12-LOX inh -51.4%.
For Cc1nc(-c2ccc(S(=O)(=O)Nc3ccccc3F)cc2)co1 the results were 12-LOX inh -1.0%.

Reprinted at random: 4 compounds from above, in no set order.
For NC(=O)c1cccc(CN2CCC3(CC2)CC(c2cccnc2)=NO3)c1 the results were 12-LOX inh 4.9%[6.33 µM].
For Cc1nc(-c2ccc(S(=O)(=O)Nc3ccccc3F)cc2)co1 the results were 12-LOX inh -1.0%.
`Cc1cccc2[nH]c(CCNC(=O)C3CCC(=O)N(C4CCCCCC4)C3)nc12` (configuration not stated) gave 12-LOX inh 1.6%.
Screening O=S(=O)(Cc1csc(Cc2ccccc2)n1)Cc1ccccc1F returned 12-LOX inh -27.4%.

Screening data from PubChem BioAssay.

An excerpt; the hit share may differ from the screen's.
